MrgX1 antag = blocks BAM8-22 activation of human MrgX1 receptor; Q96LB2; MRGX1-HEK293 calcium flux, Fluo-4, BAM8-22 antagonism; stronger effect = lower value; B-score at 10 µM; 1.3% of 310,000 active;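 active = calcium-response B-score plate-corrected more than 3 library SD below zero, starting fluorescence within 5 deviations, no agonist response on first addition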;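 note: peak minus trough fluorescence over baseline after final BAM8-22 challenge near maximal dose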
Target sequence (Q96LB2 whole entry, looked up): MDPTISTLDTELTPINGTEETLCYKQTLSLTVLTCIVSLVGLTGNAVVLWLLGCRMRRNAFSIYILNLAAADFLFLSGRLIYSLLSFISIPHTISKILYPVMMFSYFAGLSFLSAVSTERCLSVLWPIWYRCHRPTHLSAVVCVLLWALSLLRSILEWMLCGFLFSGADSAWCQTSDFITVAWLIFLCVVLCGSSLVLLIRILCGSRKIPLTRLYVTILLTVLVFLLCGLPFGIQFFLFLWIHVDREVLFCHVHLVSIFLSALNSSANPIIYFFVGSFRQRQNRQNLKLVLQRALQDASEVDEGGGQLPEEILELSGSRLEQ
TRPC4 inh = inhibitors of mouse TRPC4 channel; Q9QUQ5; HEK293 TRPC4beta/mu-opioid, DAMGO-evoked Fluo4 calcium flux; stronger effect = lower value; 0.39% of 300,000 active; B-score at 10 µM; AID 2247;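 active = B-score over 3 SD under the library average, no early fluorescence shift, positive overall ratio signal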
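System: stable TRPC4beta/mu-opioid receptor HEK293 cells; Dosing: single-point compound dosing; Measured by: Fluo4 Ca2+ flux fluorescence; Read-out basis: per-well B score of integrated baseline-normalized Fluo4 ratio.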
MrgX1 allo act = human MrgX1 positive allosteric modulation, primary screen; Q96LB2; MrgX1-HEK293, Fluo-4 calcium flux, FDSS; stronger effect = higher value; B-score at 10 µM; 0.63% of 310,000 active; AID 588675;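 active = plate-corrected calcium response at least 3 library SD above typical, normal starting fluorescence, not activating the receptor alone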;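 note: compound read alongside a low EC10 to EC30 dose of BAM8-22 agonist; peak minus trough fluorescence over baseline measured at the second addition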
TRPC4 potent = allosteric potentiators of mouse TRPC4 channel; Q9QUQ5; HEK293 TRPC4beta/mu-opioid, DAMGO EC20, Fluo-4 Ca2+ flux; stronger effect = higher value; B-score at 10 µM; 0.42% of 310,000 active; AID 2227;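 active = B-score of calcium response area above 5 SD of library B-scores, with initial fluorescence ratio within 5 SD of library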;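 note: B-score of integrated fluorescence ratio over time as area under calcium response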
TMEM16A inh = inhibitors of mouse TMEM16A calcium-activated chloride channel; Q8BHY3; HEK293 TMEM16A/YFP iodide influx fluorescence, ionomycin; 1.2% of 310,000 active; normalized B-score (activity score, 25-100; higher = stronger inhibition) at 10 µM;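 active = ratio plate-corrected score three or more library SD toward inhibition, starting fluorescence score within five deviations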;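 note: score derived from kinetic fluorescence span divided by baseline fluorescence per well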
TMEM16A act = activators or potentiators of mouse TMEM16A chloride channel; Q8BHY3; HEK293 TMEM16A/YFP-H148Q/I152L, iodide quench fluorescence; stronger effect = lower value; B-score at 10 µM; 0.3% of 340,000 active; AID 623877;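 active = fluorescence-ratio B-score plate-corrected deviation score at least 3 library SD below zero, with starting fluorescence score within 5 deviations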;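 note: channel opened by trigger with iodide after compound preincubation; score built on the fluorescence ratio of max minus min over baseline; more negative score means more quench and so TMEM16A activation or potentiation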
MrgX1 ag = agonists of human MrgX1 receptor | AID 588627 | MrgX1-HEK293 cells, Fluo-4 calcium fluorescence, agonist mode; stronger effect = higher value | Q96LB2 | B-score at 10 µM | 0.44% of 310,000 active;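 active = calcium response B-score plate-corrected fluorescence ratio at least 3 library SD, with starting fluorescence B-score inside 5 SD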
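Test system: HEK293 cells stably expressing human MrgX1 receptor; Input: fifteen thousand cells per well; Dosing: compound delivered in addition one of three; Schedule: overnight seeding, then 1 h dark dye loading; Technique: Fluo-4 NW calcium fluorescence; Measure: B-scored fluorescence response ratio; Controls: positive and negative controls per plate.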
TRPC4 act = opens the mouse TRPC4 cation channel. Q9QUQ5. HEK293 TRPC4beta/mu-opioid, Fluo4 calcium fluorescence; stronger effect = higher value. B-score at 10 µM. 0.49% of 310,000 active. AID 2237;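 active = B-score above 5 SD of library B-scores, and initial fluorescence ratio not above library mean plus 5 SD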;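 note: positive B-score marks a calcium rise read as TRPC4 activation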
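Assay system – TRPC4beta and mu-opioid receptor HEK293 stable cells · Measured by – Fluo4 fluorescence, kinetic · Schedule – dye loading 45 min room temperature, 110 s kinetic read · Read-out – B-scored integrated calcium fluorescence ratio · Controls – buffer and maximal DAMGO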
TRPC6 inhibitor = mouse TRPC6 channel inhibition | Q61143 | HEK293-TRPC6, membrane potential dye, ACh-evoked depolarization; stronger effect = lower value | B-score at 10 µM | 1.1% of 310,000 active | AID 2553;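 active = B-score under library mean minus 3 SD, initial fluorescence not abnormally high, positive integrated signal ratio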;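 note: B-score derived from integrated fluorescence ratio over the kinetic read; more negative B-score means stronger inhibition of depolarization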
RGS4 inh = inhibitors of human RGS4. P49798. HEK293 M3R/RGS4 inducible, Fluo-4 calcium flux; stronger effect = higher value; triggered by carbachol at its EC20. B-score at 10 µM. 0.45% of 310,000 active;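 active = B-score, a plate-corrected calcium signal, over three deviations above library mean, with baseline fluorescence within five deviations of library mean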;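 note: RGS4 expression induced by doxycycline in cells with stable M3 receptor; B-score is computed from the integrated fluorescence ratio over baseline after carbachol; higher B-score means a larger calcium signal and so more RGS4 inhibition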
Target sequence (P49798 whole entry, looked up): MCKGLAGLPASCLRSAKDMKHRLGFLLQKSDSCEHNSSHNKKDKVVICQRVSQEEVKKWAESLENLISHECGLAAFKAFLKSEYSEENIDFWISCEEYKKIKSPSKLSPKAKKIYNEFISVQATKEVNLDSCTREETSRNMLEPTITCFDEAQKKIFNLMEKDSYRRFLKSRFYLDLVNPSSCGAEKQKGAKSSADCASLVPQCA
TRPC6 act = activates the mouse TRPC6 cation channel | 0.13% of 310,000 active | B-score at 10 µM | AID 2550 | HEK293-TRPC6 membrane potential dye fluorescence; stronger effect = higher value | Q61143;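 active = B-score of the integrated fluorescence ratio above library mean plus 3 SD, and starting fluorescence ratio within library mean plus 5 SD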;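 note: higher score means more depolarization so channel activation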
Calls only.

Screening CCn1cc(S(=O)(=O)c2ccc(C)cc2)c(=O)c2cc(F)c(N3CCN(C)CC3)cc21 returned MrgX1 antag inactive, TRPC4 inh inactive, MrgX1 allo act inactive, TRPC4 potent inactive, TMEM16A inh inactive, TMEM16A act inactive, MrgX1 ag inactive, TRPC4 act inactive, TRPC6 inhibitor inactive, RGS4 inh inactive and TRPC6 act inactive.
Cc1c(NC(=O)CSc2ccc(Cl)cc2)c(=O)n(-c2ccccc2)n1C was read as MrgX1 antag inactive, TRPC4 inh inactive, MrgX1 allo act inactive, TRPC4 potent inactive, TMEM16A inh inactive, TMEM16A act inactive, MrgX1 ag inactive, TRPC4 act inactive, TRPC6 inhibitor inactive, RGS4 inh inactive and TRPC6 act inactive.
CC1CC(C)CN(C(=O)C2CCN(C(=O)Nc3ccccc3)CC2)C1 (configuration not stated) was read as MrgX1 antag inactive, TRPC4 inh inactive, MrgX1 allo act inactive, TRPC4 potent inactive, TMEM16A inh inactive, TMEM16A act inactive, MrgX1 ag inactive, TRPC4 act inactive, TRPC6 inhibitor inactive, RGS4 inh inactive and TRPC6 act inactive.
`COc1ccc(CCNC(=O)c2ccccc2NC(=O)c2ccco2)cc1OC` gave MrgX1 antag inactive, TRPC4 inh inactive, MrgX1 allo act inactive, TRPC4 potent inactive, TMEM16A inh inactive, TMEM16A act inactive, MrgX1 ag inactive, TRPC4 act inactive, TRPC6 inhibitor inactive, RGS4 inh inactive and TRPC6 act inactive.
`COc1ccc(NC2=CC(c3ccc(F)cc3)N(c3ccc(OC)cc3)C2=O)cc1` (configuration not stated) gave MrgX1 antag inactive, TRPC4 inh inactive, MrgX1 allo act inactive, TRPC4 potent inactive, TMEM16A inh inactive, TMEM16A act inactive, MrgX1 ag inactive, TRPC4 act inactive, TRPC6 inhibitor inactive, RGS4 inh inactive and TRPC6 act inactive.
`COc1ccc(F)cc1CN1CCN(c2ncnc3scc(-c4ccccc4)c23)CC1` gave MrgX1 antag inactive, TRPC4 inh inactive, MrgX1 allo act inactive, TRPC4 potent inactive, TMEM16A inh inactive, TMEM16A act inactive, MrgX1 ag inactive, TRPC4 act inactive, TRPC6 inhibitor inactive, RGS4 inh inactive and TRPC6 act inactive.
Screening CCn1c2ccccc2c2nnc(SCC(=O)Nc3ncccn3)nc21 returned MrgX1 antag inactive, TRPC4 inh inactive, MrgX1 allo act inactive, TRPC4 potent inactive, TMEM16A inh inactive, TMEM16A act inactive, MrgX1 ag inactive, TRPC4 act inactive, TRPC6 inhibitor inactive, RGS4 inh inactive and TRPC6 act inactive.
CCC(=O)Nn1cnc2c(c1=O)C1(CCCCC1)Cc1ccccc1-2 was read as MrgX1 antag inactive, TRPC4 inh inactive, MrgX1 allo act inactive, TRPC4 potent inactive, TMEM16A inh inactive, TMEM16A act inactive, MrgX1 ag inactive, TRPC4 act inactive, TRPC6 inhibitor inactive, RGS4 inh inactive and TRPC6 act inactive.
Screening O=C(Nc1ccc(Cl)cc1)c1cc(Br)ccc1OCC(=O)N1CCOCC1 returned MrgX1 antag inactive, TRPC4 inh inactive, MrgX1 allo act inactive, TRPC4 potent inactive, TMEM16A inh inactive, TMEM16A act inactive, MrgX1 ag inactive, TRPC4 act inactive, TRPC6 inhibitor inactive, RGS4 inh inactive and TRPC6 act inactive.
Screening S=c1[nH]ccn1-c1ccccc1Cl returned MrgX1 antag inactive, TRPC4 inh inactive, MrgX1 allo act inactive, TRPC4 potent inactive, TMEM16A inh inactive, TMEM16A act inactive, MrgX1 ag inactive, TRPC4 act inactive, TRPC6 inhibitor inactive, RGS4 inh inactive and TRPC6 act inactive.
Screening Cc1cccc(OCCn2c(=O)oc3ccc(C)cc32)c1 returned MrgX1 antag inactive, TRPC4 inh inactive, MrgX1 allo act inactive, TRPC4 potent inactive, TMEM16A inh inactive, TMEM16A act inactive, MrgX1 ag inactive, TRPC4 act inactive, TRPC6 inhibitor inactive, RGS4 inh inactive and TRPC6 act inactive.
Screening O=C(O)/C=C/C(=O)Nc1ccc(Oc2ccccc2)cc1 returned MrgX1 antag inactive, TRPC4 inh inactive, MrgX1 allo act inactive, TRPC4 potent inactive, TMEM16A inh inactive, TMEM16A act inactive, MrgX1 ag inactive, TRPC4 act inactive, TRPC6 inhibitor inactive, RGS4 inh inactive and TRPC6 act inactive.
For CCOc1ccccc1CNC(=O)c1nn(C)c2c1CS(=O)(=O)c1ccccc1-2 the results were MrgX1 antag inactive, TRPC4 inh inactive, MrgX1 allo act inactive, TRPC4 potent inactive, TMEM16A inh inactive, TMEM16A act inactive, MrgX1 ag inactive, TRPC4 act inactive, TRPC6 inhibitor inactive, RGS4 inh inactive and TRPC6 act inactive.
For Oc1ccc(-c2csc(Nc3ccccn3)n2)cc1 the results were MrgX1 antag inactive, TRPC4 inh inactive, MrgX1 allo act inactive, TRPC4 potent inactive, TMEM16A inh inactive, TMEM16A act inactive, MrgX1 ag inactive, TRPC4 act inactive, TRPC6 inhibitor inactive, RGS4 inh inactive and TRPC6 act inactive.
`CC1=CCCC(C)(C)C1/C=C/C(C)=N/NC(=O)c1ccncc1` (configuration not stated) gave MrgX1 antag inactive, TRPC4 inh inactive, MrgX1 allo act inactive, TRPC4 potent inactive, TMEM16A inh inactive, TMEM16A act inactive, MrgX1 ag inactive, TRPC4 act inactive, TRPC6 inhibitor inactive, RGS4 inh inactive and TRPC6 act inactive.
For CCN1C(=O)c2ccc(C(=O)Nc3ccc4c(c3)OCO4)cc2C1=O the results were MrgX1 antag inactive, TRPC4 inh inactive, MrgX1 allo act inactive, TRPC4 potent inactive, TMEM16A inh inactive, TMEM16A act inactive, MrgX1 ag inactive, TRPC4 act inactive, TRPC6 inhibitor inactive, RGS4 inh inactive and TRPC6 act inactive.
`CCC(=O)N1CCc2cc(S(=O)(=O)N3CCCC3)ccc21` gave MrgX1 antag inactive, TRPC4 inh inactive, MrgX1 allo act inactive, TRPC4 potent inactive, TMEM16A inh inactive, TMEM16A act inactive, MrgX1 ag inactive, TRPC4 act inactive, TRPC6 inhibitor inactive, RGS4 inh inactive and TRPC6 act inactive.
For O=C(Cc1c(F)cccc1Cl)Nc1cc(S(=O)(=O)N2CCCCC2)ccc1N1CCOCC1 the results were MrgX1 antag inactive, TRPC4 inh inactive, MrgX1 allo act inactive, TRPC4 potent inactive, TMEM16A inh inactive, TMEM16A act inactive, MrgX1 ag inactive, TRPC4 act inactive, TRPC6 inhibitor inactive, RGS4 inh inactive and TRPC6 act inactive.
For CCN(CC(=O)Nc1cccc(S(N)(=O)=O)c1)Cc1nc2ccccc2c(=O)[nH]1 the results were MrgX1 antag inactive, TRPC4 inh inactive, MrgX1 allo act inactive, TRPC4 potent inactive, TMEM16A inh inactive, TMEM16A act inactive, MrgX1 ag inactive, TRPC4 act inactive, TRPC6 inhibitor inactive, RGS4 inh inactive and TRPC6 act inactive.
For COc1ccc(CCNC(=O)Cn2c(-c3nonc3N)nc3ccccc32)cc1OC the results were MrgX1 antag inactive, TRPC4 inh inactive, MrgX1 allo act inactive, TRPC4 potent inactive, TMEM16A inh inactive, TMEM16A act inactive, MrgX1 ag inactive, TRPC4 act inactive, TRPC6 inhibitor inactive, RGS4 inh inactive and TRPC6 act inactive.
Screening CC(C)N(CCCNC(=O)c1ccc(N2CCCC2=O)cc1)Cc1ccccc1 returned MrgX1 antag inactive, TRPC4 inh inactive, MrgX1 allo act inactive, TRPC4 potent inactive, TMEM16A inh inactive, TMEM16A act inactive, MrgX1 ag inactive, TRPC4 act inactive, TRPC6 inhibitor inactive, RGS4 inh inactive and TRPC6 act inactive.
`O=C(CN1CCCCC1)NN(Cc1ccccc1)c1ccccc1` gave MrgX1 antag inactive, TRPC4 inh inactive, MrgX1 allo act inactive, TRPC4 potent inactive, TMEM16A inh inactive, TMEM16A act inactive, MrgX1 ag inactive, TRPC4 act inactive, TRPC6 inhibitor inactive, RGS4 inh inactive and TRPC6 act inactive.
COCCCn1c(=O)c2ccccc2n(Cc2cc(C(=O)OC)ccc2OC)c1=O was read as MrgX1 antag inactive, TRPC4 inh inactive, MrgX1 allo act inactive, TRPC4 potent inactive, TMEM16A inh inactive, TMEM16A act inactive, MrgX1 ag inactive, TRPC4 act inactive, TRPC6 inhibitor inactive, RGS4 inh inactive and TRPC6 act inactive.
`O=C(c1cc(COc2ccc(F)cc2Cl)on1)N1C[C@H]2CC[C@H]1C2` gave MrgX1 antag inactive, TRPC4 inh inactive, MrgX1 allo act inactive, TRPC4 potent inactive, TMEM16A inh inactive, TMEM16A act inactive, MrgX1 ag inactive, TRPC4 act inactive, TRPC6 inhibitor inactive, RGS4 inh inactive and TRPC6 act inactive.
Screening N#CC1(NC(=O)COC(=O)CCN=C2NS(=O)(=O)c3ccccc32)CCCCC1 returned MrgX1 antag inactive, TRPC4 inh inactive, MrgX1 allo act inactive, TRPC4 potent inactive, TMEM16A inh inactive, TMEM16A act inactive, MrgX1 ag inactive, TRPC4 act inactive, TRPC6 inhibitor inactive, RGS4 inh inactive and TRPC6 act inactive.
For CN1CCN(CCCNC(=O)CCCOc2cc(=O)n(C)c3ccccc23)CC1 the results were MrgX1 antag inactive, TRPC4 inh inactive, MrgX1 allo act inactive, TRPC4 potent inactive, TMEM16A inh inactive, TMEM16A act inactive, MrgX1 ag inactive, TRPC4 act inactive, TRPC6 inhibitor inactive, RGS4 inh inactive and TRPC6 act inactive.
For CC(C)C(NC(=O)OCc1ccccc1)C(=O)O (configuration not stated) the results were MrgX1 antag inactive, TRPC4 inh inactive, MrgX1 allo act inactive, TRPC4 potent inactive, TMEM16A inh inactive, TMEM16A act inactive, MrgX1 ag inactive, TRPC4 act inactive, TRPC6 inhibitor inactive, RGS4 inh inactive and TRPC6 act inactive.

Source: PubChem (Johns Hopkins Ion Channel Center)
